# Runt-SMMHC FRET: inhibitors of human RUNX1 Runt domain binding to CBFb-SMMHC; Cerulean-Runt/Venus-CBFb-SMMHC FRET ratio 530/480, 1 h; Q01196+Q13951; hit rate 0.74% among 220,000; inhibition, % at 20 µM; AID 1434;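 active = mean inhibition across duplicate retests at 20 µM reaching about 50%, limit read from the data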;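 note: 0% = DMSO wells and 100% = wells with excess untagged CBFb-SMMHC; inhibitors lower the FRET ratio by blocking Runt binding to CBFb-SMMHC; some results filed as inactive read as strong as hits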
# Runt-CBFb FRET: blocks binding of human RUNX1 Runt domain to CBFb; Q01196+Q13951; Cerulean-Runt/Venus-CBFb FRET ratio 530/480, 1 h; inhibition, % at 20 µM; hit rate 0.46% among 220,000; AID 1496;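 active = inhibition over about 50% at 20 µM in the single-dose screen, limit read from the data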;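 note: 0% = DMSO wells and 100% = excess unlabeled CBFb competitor control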
#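 Reagent – Venus-CBFb binding partner, 100 nM · Assay system – Cerulean-tagged RUNX1 Runt domain (FRET donor) fusion protein · Input – 100 nM per protein · Incubation – two 1 h room-temperature incubations shielded from light · Measured by – FRET fluorescence · Medium – Tris buffer pH 7.5 with salts and BSA · Benchmarks – unlabeled CBFb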
# EBV gp42 block: EBV gp42 inhibition. Q1HVG2. Fluorescence polarization binding assay, mP read-out. inhibition, % (tested at 21.74 µM). hit rate 0.42% among 220,000. AID 1085; in the data active = inhibition above about 50%
# Target sequence (Q1HVG2 whole entry, looked up): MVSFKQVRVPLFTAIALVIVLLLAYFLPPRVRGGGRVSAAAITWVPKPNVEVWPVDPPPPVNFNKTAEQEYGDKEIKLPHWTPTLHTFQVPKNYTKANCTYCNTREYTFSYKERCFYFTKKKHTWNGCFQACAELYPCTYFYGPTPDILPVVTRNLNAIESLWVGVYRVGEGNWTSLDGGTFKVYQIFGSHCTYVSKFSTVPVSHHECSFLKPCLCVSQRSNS
# Furin inhibitor: blocks human furin protease activity; P09958; purified furin, fluorogenic substrate cleavage; inhibition, % at 30 µM; hit rate 0.061% among 220,000; in the data active = inhibition above about 25%; note: inactives centre near -15
# Target sequence (P09958 108-714 limits assumed): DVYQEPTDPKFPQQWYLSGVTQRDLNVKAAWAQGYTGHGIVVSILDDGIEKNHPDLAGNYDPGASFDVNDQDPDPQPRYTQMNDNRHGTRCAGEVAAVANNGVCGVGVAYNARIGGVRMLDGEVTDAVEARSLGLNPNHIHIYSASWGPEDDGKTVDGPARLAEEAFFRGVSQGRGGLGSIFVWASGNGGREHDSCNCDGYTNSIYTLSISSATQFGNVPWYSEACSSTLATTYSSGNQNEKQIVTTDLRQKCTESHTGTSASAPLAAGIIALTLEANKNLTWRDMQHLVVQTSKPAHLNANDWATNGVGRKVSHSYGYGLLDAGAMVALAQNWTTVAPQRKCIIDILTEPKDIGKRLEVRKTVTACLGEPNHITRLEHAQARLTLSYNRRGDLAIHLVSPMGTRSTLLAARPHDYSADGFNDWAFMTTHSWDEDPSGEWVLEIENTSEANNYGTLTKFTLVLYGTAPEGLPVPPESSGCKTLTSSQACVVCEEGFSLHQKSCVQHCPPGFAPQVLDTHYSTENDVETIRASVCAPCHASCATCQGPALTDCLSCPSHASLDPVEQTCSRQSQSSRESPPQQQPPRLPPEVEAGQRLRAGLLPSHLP
# p47phox inh: blocks human p47phox regulatory protein of NADPH oxidases; hit rate 0.53% among 220,000; AID 1274; inhibition, % at 24.7 µM; p47phox/p22phox peptide binding, fluorescence polarization, 2 h;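 active = inhibition above about 30%, limit read from the data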;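 note: 0% = p47phox with labelled peptide and 100% = labelled peptide alone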
# Calpain2 inh: blocks pig calpain II enzyme activity; purified calpain II, fluorogenic peptide substrate, 30 min; inhibition, % at 16 µM; hit rate 0.37% among 220,000;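 active = inhibition above about 50%, limit read from the data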
# p97 ATPase inh: inhibitors of human p97 ATPase; P55072; recombinant p97 ATPase, Kinase-Glo ATP luminescence, 3 h; inhibition, % at 8 µM; hit rate 0.42% among 220,000; AID 1481; in the data active = inhibition above about 15%;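 note: 0% = DMSO vehicle and 100% = wells lacking enzyme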
# TbHK1 inh: T. brucei hexokinase 1 inhibition; hit rate 0.11% among 220,000; AID 1430; recombinant TbHK1, G6PDH-coupled NADH A340; inhibition, % at 10 µM;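 active = inhibition of 50% or more in the single-dose primary screen; inactive = inhibition below 50%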
# RBBP9 inh: blocks human serine hydrolase RBBP9; O75884; hit rate 0.2% among 220,000; inhibition, % at 7.94 µM; AID 1515; recombinant RBBP9, FP-Rh probe fluorescence polarization;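 active = inhibition above the campaign mean of all tested compounds plus 3 SD, cut at about 14% in these data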;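 note: plate controls were DMSO wells with RBBP9 for no effect and wells lacking RBBP9 protein for full effect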
# Target sequence (O75884 whole entry, looked up): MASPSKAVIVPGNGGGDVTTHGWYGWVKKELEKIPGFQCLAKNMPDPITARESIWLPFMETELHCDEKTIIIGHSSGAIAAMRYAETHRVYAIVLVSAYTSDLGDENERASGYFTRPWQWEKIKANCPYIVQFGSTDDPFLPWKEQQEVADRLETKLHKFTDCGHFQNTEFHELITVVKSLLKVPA
#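 Assay system: recombinant human RBBP9; Reagent: Serine-hydrolase probe FP-Rh, 375 nM pre-mixing; Doses: 7.94 µM single dose, 0.794% DMSO; Incubation: 30 min then 45 min, 25 °C; Detection: fluorescence polarization (mP), excitation 525 nm, emission 598 nm; Evaluation: percent inhibition from mP, scaled between DMSO and no-protein wells.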
# The depositor's hits bear a star; i = inactive; nt = no result given; [ ] = remark or other dose. The list is partial (hit frequency here may not be typical).
# The first 5 entries as a preview:
SMILES	RBBP9 inh	p47phox inh	Runt-SMMHC FRET	Runt-CBFb FRET	Furin inhibitor	EBV gp42 block	Calpain2 inh	TbHK1 inh	p97 ATPase inh
CCOP(=O)(OCC)C(NC(=O)c1ccc(C)cc1)C(Cl)(Cl)Cl (centres undefined)	4	-3	-4	-4	-24	0	0	-2	4
CC1=NN(c2ccccc2)C(=O)C1/C=C1/C(=O)NC(=O)N(c2cccc(C)c2)C1=O (centres undefined)	-3	-32	-10	-8	-8[20 µM]	-11	8	-6	5
Cc1ccc(OCC(=O)Nc2ccc(Cl)cc2C(=O)c2ccccc2)cc1	-2	-11	4	-1	-22	11	9	8	7
c1ccc2c(CN3CCCCCCC3)c[nH]c2c1	-9	-3	2	1	-17	-8	26	5	1
CC[C@@]1(O)C(=O)OCc2c1cc1n(c2=O)Cc2cc3c(NC(=O)CN)cccc3nc2-1	-2	0	6	15	-15	-15	-334	-38	14

# The list itself (from the top)
SMILES	RBBP9 inh	p47phox inh	Runt-SMMHC FRET	Runt-CBFb FRET	Furin inhibitor	EBV gp42 block	Calpain2 inh	TbHK1 inh	p97 ATPase inh
CCOP(=O)(OCC)C(NC(=O)c1ccc(C)cc1)C(Cl)(Cl)Cl (centres undefined)	4	-3	-4	-4	-24	0	0	-2	4
CC1=NN(c2ccccc2)C(=O)C1/C=C1/C(=O)NC(=O)N(c2cccc(C)c2)C1=O (centres undefined)	-3	-32	-10	-8	-8[20 µM]	-11	8	-6	5
Cc1ccc(OCC(=O)Nc2ccc(Cl)cc2C(=O)c2ccccc2)cc1	-2	-11	4	-1	-22	11	9	8	7
c1ccc2c(CN3CCCCCCC3)c[nH]c2c1	-9	-3	2	1	-17	-8	26	5	1
CC[C@@]1(O)C(=O)OCc2c1cc1n(c2=O)Cc2cc3c(NC(=O)CN)cccc3nc2-1	-2	0	6	15	-15	-15	-334	-38	14
CCC(=NCc1cccnc1)c1c(O)n(Cc2ccccc2)c(=O)[nH]c1=O	-7	-8	3	1	-14	3	13	3	-2
CC12CN3CC(C)(CN(C1)C3c1ccco1)C2=O (centres undefined)	-3	-7	0	1	-16	1	16	11	6
CCCC(C)n1[nH]c(=O)c2c1NC(=O)CSC2c1ccccc1 (centres undefined)	-14	-7	-2	1	6	-7	21	2	0
CN(C)c1nc(OCCNC(=O)COc2ccc(Cl)cc2Cl)nc(N2CCCCC2)n1	1	7	-13	-8	-18[20 µM]	-6	-15	-1	-1
COc1cc(C=C2C(=O)NC(=O)NC2=O)ccc1OCc1ccc([N+](=O)[O-])cc1	-7	5	1	5	-22	11	13	5	-5
CC(C)NS(=O)(=O)c1ccc(OCC(=O)N2CCN(Cc3ccccc3)CC2)cc1	-12	nt	nt	nt	-21[20 µM]	nt	nt	4	-3
CC(=O)NC(=O)NC(C)Cc1ccccc1 (centres undefined)	1	-4	-1	-1	-27[20 µM]	-28	15	-5	0
CC[C@@]1(O)C(=O)OCc2c1cc1n(c2=O)Cc2cc3ccccc3nc2-1	-3	-8	14	10	-72	-13	-307	-49	3
S=C1CN=C(c2ccccc2Cl)c2cc(Cl)ccc2N1	8	-10	-3	-3	-16[20 µM]	-9	-4	-6	4
O=C(Nc1ccc(OC(=O)N2CCCCC2)cc1)N1CCOCC1	11	6	-2	0	-7	-17	-18	-10	5
CCOP(=O)(CN(CC)CCNP(=O)(OCC)OCC)OCC	-6	7	4	nt	-27[20 µM]	3	21	1	-1
O=S(=O)(c1ccc(Cl)cc1)N1CCCC1c1cccnc1 (centres undefined)	2	-1	1	1	-4	4	15	0	-11
O=C(CN1CCCC1=O)N1CCOCC1	-2	-3	-3	1	-8[20 µM]	-12	-2	1	7
CC(C)n1c(=O)c(C=Nc2ccc(Br)cc2)c(O)n(Cc2ccco2)c1=O	-11	-210	11	23	-7	-53	-58	-32	-7
CC(C)(C)P(=O)(c1ccncc1)N1CCCC1 (centres undefined)	-9	-15	-2	2	-16[20 µM]	-2	12	4	5
COc1ccccc1N1CCN(Cc2ccc(F)cc2)CC1	-13	5	2	-1	-5	-6	14	9	-6
CC(O)(CS(=O)(=O)c1ccccc1)C(=O)Nc1cccc(C(F)(F)F)c1 (centres undefined)	3	2	6	0	-33[20 µM]	-13	-6	4	1
CCOC(=O)C1CCCCC12C(C#N)=C(N)Oc1n[nH]c(C)c12 (centres undefined)	-1	1	-2	-1	-13[20 µM]	-1	6	4	4
CCOC(=O)[C@@]1(C#N)[C@@H]2C=CC(C(N)=O)=CN2[C@@H](C(N)=O)[C@@H]1c1cccc(Cl)c1	2	-22	-6	-1	-21[20 µM]	6	-45	-11	4
CCOC(=O)c1cccc([P+](=O)O)c1	5	-1	-2	0	-8[20 µM]	-2	14	-2	4

# New compounds follow:
SMILES	RBBP9 inh	p47phox inh	Runt-SMMHC FRET	Runt-CBFb FRET	Furin inhibitor	EBV gp42 block	Calpain2 inh	TbHK1 inh	p97 ATPase inh
COc1ccc(C2NCc3ccc4c(c3-n3cccc32)OCO4)cc1O (centres undefined)	-10	-15	-1	1	-20[20 µM]	-16	-40	10	-2
S=C1NC2(CCCCC2)NC12CCCCC2	-11	-2	-1	3	-11	-15	-1	-6	9
c1cncc(C2CCCCN2Cc2ccc3c(c2)OCO3)c1 (centres undefined)	-8	-17	1	-1	-29	-9	-38	3	3
Cc1nc2ccccc2c(=O)n1-c1ccc(F)cc1F	-7	1	-1	1	-14	-3	17	-4	0
CC(Cc1cccs1)NCc1ccc(Cl)cc1 (centres undefined)	-1	-12	0	0	-25	-4	18	2	3
CCc1ccc(N2C(=O)NC(=O)/C(=C/c3cccn3CCOc3ccc(C)cc3)C2=O)cc1	-10	-58	-37	-50	-13	-15	-4	20	4
COc1cc(-n2c(=S)[nH]c3ccccc3c2=O)c(Cl)cc1Cl	-8	2	0	0	-13[20 µM]	0	8	-6	-2
CCOC(=O)C1(CCOc2ccccc2)CCN(C2Cc3ccccc3C2)CC1	4	-2	2	0	-17	-15	21	5	5
CCN1CCN(c2ccc(N)cc2)CC1	1	-2	0	2	-33	3	-8	0	4
Cn1c(O)c(C=NCCCCCCCCCCC(=O)O)c(=O)n(C)c1=O	-5	-8	1	-1	-18	-15	-14	-4	1
CC(C)CCNC(=O)CN1C(=O)CN=C(c2ccccc2)c2ccccc21	3	-10	-2	1	3	-6	16	5	1
CN(C)c1nc(N(C)C)nc(N(C#N)CCCl)n1	-6	-5	-1	-2	-1	-16	32	6	2
CC(=NCC1CCCO1)c1c(O)n(Cc2ccccc2)c(=O)[nH]c1=O (centres undefined)	7	-19	4	0	-23	-18	-9	1	3
COc1cccc(C(=O)N2CCC3(CC2)OCCO3)c1	-1	-7	-3	0	-22	-8	-2	-6	5
O=C(c1ccccc1)C(CN1CCCC1)c1ccccc1 (centres undefined)	-6	-1	-3	-5	-26	-11	-12	-3	2
Cc1n[nH]c(C)c1CCN	-5	-23	9	-2	-24	-18	-14	-1	3
O=C1NC(=O)N(Cc2ccccc2)C(=O)/C1=C\c1ccco1	-11	-14	2	8	-7	-2	0	1	-2
Fc1ccc(C2NCCc3[nH]cnc32)cc1 (centres undefined)	-4	0	-3	0	-13	-24	-5	-2	7
Cc1ccc(-c2nc3ccc(Cl)cc3n2OC(=O)N(C)C)cc1	1	6	5	1	-19[20 µM]	-5	1	2	0
CCOc1cc(CNCCc2c[nH]c3ccccc23)cc(Cl)c1OC	-4	0	-1	-2	-27	0	-24	15	6
CCCC(=O)C1C(=O)NC(=O)NC1=O	-9	nt	-1	-2	-20	nt	nt	-5	1
COc1ccc(/C=C2/C(=O)NC(=O)N(c3ccc(C)c(C)c3)C2=O)cc1CN1C(=O)c2ccccc2C1=O	-4	-4	-4	-2	-9	-1	-2	3	3
CCn1ccnc1CN1CCCC(C(=O)c2cc(C)c(OC)c(C)c2)C1 (centres undefined)	-11	-11	1	-1	-32	-16	-31	3	4
Cc1ccc(-c2nn(Cc3ccccc3)cc2C(=O)O)cc1	-6	-6	1	-1	-27	1	-12	7	0
CSc1ccc(C(c2c(O)c3ccccc3oc2=O)c2c(C)n(C)n(-c3ccccc3)c2=O)cc1 (centres undefined)	0	-12	-8	-1	-32	14	-94	-1	2

# (more compounds)
SMILES	RBBP9 inh	p47phox inh	Runt-SMMHC FRET	Runt-CBFb FRET	Furin inhibitor	EBV gp42 block	Calpain2 inh	TbHK1 inh	p97 ATPase inh
Cc1cccn2c(=O)c3c(nc12)N1CCCCC1C1(C3)C(=O)N(C)C(=O)N(C)C1=O (centres undefined)	-8	-123	2	0	-13	-10	-19	-22	-7
Cc1ccc2nsnc2c1-n1c(C)nc2ccccc2c1=O	2	-5	0	-1	-15	-5	17	-5	2
O=C(COc1ccc(S(=O)(=O)N2CCOCC2)cc1)N1CCN(Cc2ccc3c(c2)OCO3)CC1	-7	-7	-2	1	-20[20 µM]	4	11	-8	0
COCCCn1c(-c2ccc(OC)cc2)cc(C(=O)NC2CCCCCCC2)c1C	-3	-5	2	-1	2	4	-5	26	-5
O=c1[nH]c(O)c(/C=C2\C=NN=C2c2ccccc2)c(=O)[nH]1	5	-17	18	17	9[20 µM]	-12	-36	-2	0
OC(c1ccc(F)cc1)C(c1ccccc1)N1CCOCC1 (centres undefined)	2	-1	1	0	-20[20 µM]	-22	5	-1	2
O=c1[nH]c(=S)[nH]c(O)c1N=Nc1ccc2c(c1)OCCO2	-15	-137	-33	-25	1	-56	31	-2	-25
CC(C)COC(=O)c1ccccc1C(=O)OCC(C)C	nt	3	-1	-2	-16	-21	26	-11	nt
CC1CCCC(NC(=O)COC(=O)Cc2ccccc2)C1C (centres undefined)	4	-9	-3	-1	-18[20 µM]	-7	18	-4	-2
CCCCn1c(=O)c(C(=O)NCc2ccco2)c(O)c2ccccc21	-1	-7	3	-4	-21	-16	4	0	2
O=C(c1cc(F)ccc1F)C1CCCN(Cc2ccc3nonc3c2)C1 (centres undefined)	1	-6	1	-2	-8	-1	20	-1	-3
O=C(Cc1ccccc1)OC(COCc1ccccc1)CN1CCOCC1 (centres undefined)	10	-15	3	-2	-6[20 µM]	-21	3	0	0
COc1cccc(-n2c(O)c(C=Nc3c(C)n(C)n(-c4ccccc4)c3=O)c(=O)[nH]c2=O)c1	-3	-6	-1	-5	7	-6	14	-21	3
COc1ccc(-c2n(-c3ccccn3)c3ccccc3[n+]2-c2ccccn2)cc1	0	0	1	-3	-3	-1	-1	-12	0
CCN1C(=O)C(=Cc2cc(C)n(C3CC3)c2C)C(=O)N(CC)C1=S	-11	-32	-5	3	-10	-94	22	-16	-8
Cc1cc(OCCN2CC2)c2ccccc2n1	-8	-2	0	1	-20	-19	7	8	0
COC(=O)C(O)(c1ccc2c(c1)CCCN2)C(F)(F)F (centres undefined)	7	-6	4	-2	-15	-30	-11	0	2
C=CCNC(=O)c1c(N)n(CCN2CCOCC2)c2nc3ccccc3nc12	-1	-6	44	81*	-16[20 µM]	18	i	-18	-4
O=C(CN1CC(c2ccccc2)CC1=O)Nc1ccc(F)cc1 (centres undefined)	6	-4	-1	-6	-22	-8	-2	-3	1
CCOC(=O)c1c(C)n(C(C)C)c2ccc(OC)cc12	-6	13	2	1	-12	-6	24	-5	-5

# Bioassay records deposited in PubChem by several laboratories.
